MCF10A rereplic – induces DNA re-replication in MCF 10a normal breast cells. MCF 10A DNA re-replication, Hoechst nuclear intensity, 48 h. Potency, µM (highest dose often 46.1 µM), without a hit: at the top dose activity, positive = re-replication, actives largely listed as activators. 2.9% of 350,000 active; also: potency is read from the fitted curve at half-maximal effect; % of control where 0% means no effect; nearly all actives have a fitted effect of over 50% in size
SW480 rerep – induces DNA re-replication in SW480 colon adenocarcinoma cells; SW480 DNA re-replication, Hoechst DNA content imaging, 48 h; Potency, µM (top dose mostly 46.1 µM), inactives show top-dose re-replication activation, usual class: activators; 1.8% of 340,000 active; AID 624297; also: potency is read from the fitted curve at half-maximal effect; % of control where 0% means no effect; nearly all actives have a fitted effect of over 55% in size
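Treated cells incubate 48 hr (37 C, 5% CO2), are stained 40 min with Hoechst, and nuclear fluorescence is enumerated; a rise in nuclei with high DNA signal marks re-replication.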
WRN inhibitor – blocks human WRN helicase | Q14191 | WRN helicase unwinding, fluorescent forked duplex, kinetic | Potency, µM (top dose mostly 114 µM), without a hit: at the highest dose activity change, negative = inhibition, hits mostly inhibitors | 0.46% of 360,000 active; also: potency is read from the fitted curve at half-maximal effect; % is scaled to controls: 0 for no effect and ±100 for the full control effect; nearly all actives have a fitted effect of over 55% in size
Target sequence (Q14191 whole entry, looked up): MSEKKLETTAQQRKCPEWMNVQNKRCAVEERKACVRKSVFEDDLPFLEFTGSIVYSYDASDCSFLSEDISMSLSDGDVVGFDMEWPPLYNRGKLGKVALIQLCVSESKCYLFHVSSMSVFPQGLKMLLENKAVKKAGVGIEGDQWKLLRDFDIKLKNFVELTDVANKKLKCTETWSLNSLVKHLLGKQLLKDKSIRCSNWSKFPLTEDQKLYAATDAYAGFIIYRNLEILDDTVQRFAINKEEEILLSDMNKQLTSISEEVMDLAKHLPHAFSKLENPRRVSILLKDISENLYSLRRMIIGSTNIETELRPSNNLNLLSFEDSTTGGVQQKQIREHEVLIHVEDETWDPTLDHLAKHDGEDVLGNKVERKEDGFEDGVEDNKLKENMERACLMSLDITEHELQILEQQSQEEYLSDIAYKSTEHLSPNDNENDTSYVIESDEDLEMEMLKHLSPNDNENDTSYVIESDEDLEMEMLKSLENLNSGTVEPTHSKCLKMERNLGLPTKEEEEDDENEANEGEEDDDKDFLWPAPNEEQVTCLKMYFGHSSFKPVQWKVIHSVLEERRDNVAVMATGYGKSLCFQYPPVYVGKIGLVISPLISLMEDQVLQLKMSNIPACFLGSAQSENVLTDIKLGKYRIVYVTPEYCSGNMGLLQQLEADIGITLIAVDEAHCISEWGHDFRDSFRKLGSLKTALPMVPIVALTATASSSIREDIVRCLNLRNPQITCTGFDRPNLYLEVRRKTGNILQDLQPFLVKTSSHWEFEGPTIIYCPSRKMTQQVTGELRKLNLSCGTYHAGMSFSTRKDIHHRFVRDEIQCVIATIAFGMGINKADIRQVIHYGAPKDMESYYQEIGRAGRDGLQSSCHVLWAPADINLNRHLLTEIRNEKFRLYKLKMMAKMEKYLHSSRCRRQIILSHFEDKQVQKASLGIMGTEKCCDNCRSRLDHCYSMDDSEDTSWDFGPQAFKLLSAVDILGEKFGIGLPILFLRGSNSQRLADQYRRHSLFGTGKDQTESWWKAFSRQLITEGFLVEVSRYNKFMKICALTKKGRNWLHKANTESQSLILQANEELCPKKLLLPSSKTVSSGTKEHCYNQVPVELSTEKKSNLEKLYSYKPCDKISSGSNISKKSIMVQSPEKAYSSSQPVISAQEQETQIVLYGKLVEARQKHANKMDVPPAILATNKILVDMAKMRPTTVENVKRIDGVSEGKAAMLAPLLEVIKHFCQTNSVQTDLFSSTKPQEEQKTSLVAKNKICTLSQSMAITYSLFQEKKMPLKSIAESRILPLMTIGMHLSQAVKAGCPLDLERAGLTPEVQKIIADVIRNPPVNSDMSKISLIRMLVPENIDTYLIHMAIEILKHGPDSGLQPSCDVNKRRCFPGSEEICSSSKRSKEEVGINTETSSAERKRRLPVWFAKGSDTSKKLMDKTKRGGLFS
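Kinetic red-fluorescence monitoring (525/598 nm) tracks WRN helicase activity after 100 nM fluorophore-quencher forked duplex and 2 mM ATP are added to 20 nM enzyme pretreated 15 min at room temperature with compound.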
KB-3-1 cytotox – kills parental KB-3-1 adenocarcinoma cells | KB-3-1 viability, CellTiter-Glo ATP luminescence, 72 h | 1.4% of 400,000 active | Potency, µM (titrated, usually from 46.1 µM), without a hit: at the top dose activity change, negative = cytotoxic, actives largely listed as cytotoxic; also: potency is read from the fitted curve at half-maximal effect; % is scaled to controls: 0 for no effect and ±100 for the full control effect; nearly all actives have a fitted effect of over 60% in size
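Parental KB-3-1 adenocarcinoma cells in phenol-red-free DMEM with 10% FBS were pin-treated with compounds at several concentrations, incubated 72 h at 37 °C, and viability read by CellTiter-Glo luminescence; concentration-effect curves were fitted after normalization.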
ATXN2 expr inh – ATXN2 expression inhibition. HEK-293 ATXN2-luciferase reporter, luminescence, 24 h. Potency, µM (highest dose often 57 µM), without a hit: at the top dose activity change, negative = inhibition, hits mostly inhibitors. 0.72% of 360,000 active. AID 1745845; also: potency is read from the fitted curve at half-maximal effect; % is scaled to controls: 0 for no effect and ±100 for the full control effect; nearly all actives have a fitted effect of over 55% in size
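ATXN2-luciferase reporter cells (luciferase flanked by upstream and downstream ATXN2 gene portions) were treated 24 h at 37 °C with compounds at up to 57 uM. SteadyGlo luminescence gave expression; GF-AFC fluorescence gave viability.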
IL1B secr inh – inflammasome signaling inhibition, IL-1 beta readout; THP-1 LPS/ATP IL-1B secretion, AlphaLISA, 16 h; hits give low values; activity change, % at 57.5 µM; 4.7% of 360,000 active; AID 743279; in the data active = activity change below about -50%; inconclusive = mostly about -30% to -49%; also: % is scaled to controls: 0 for no effect and ±100 for the full control effect
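THP-1 cells pretreated 1 hr with compounds (up to 57.5 uM final), then stimulated with LPS (250 ng/mL final) plus ATP (1.25 mM final); secreted IL-1B measured by AlphaLISA after 16 hr, decreased signal indicating inhibition.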
KB-V1 cytotox – KB-V1 MDR subline cytotoxicity; Potency, µM (highest dose often 46.1 µM), inactives show at the top dose activity change, negative = cytotoxicity, most hits filed as cytotoxic; AID 1347076; KB-V1 MDR cells viability, CellTiter-Glo, 72 h; 3.4% of 400,000 active; also: potency is read from the fitted curve at half-maximal effect; % is scaled to controls: 0 for no effect and ±100 for the full control effect; nearly all actives have a fitted effect of over 60% in size
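KB-V1 MDR subline cells in DMEM (phenol-red free, 10% FBS) exposed to compounds in qHTS concentration series for 72 h at 37 degrees C. Viability read by CellTiter-Glo luminescence; concentration-effect curves fitted after normalization and correction.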
HT1080 IDH1KD tx – kills HT-1080 cells with IDH1 knockdown. Potency, µM (doses to about 46.1 µM), for inactives: top-dose activity, negative = toxicity, most hits filed as cytotoxic. 2% of 360,000 active. HT-1080 IDH1 knockdown viability, ATP luminescence, 48 h. AID 686971;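 also: potency is read from the fitted curve at half-maximal effect; 0% = DMSO wells and -100% = cell-free medium wells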
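Luminescent ATP read-out (CellTiter-Glo, 10 min at room temperature) after 48 h compound exposure at 37 °C gave viability of IDH1-knockdown HT-1080 cells. Activity was normalised to DMSO and cell-free wells, then fitted as concentration-response curves.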
HT1080-NT tox – kills 2HG-producing HT-1080-NT fibrosarcoma cells | HT-1080-NT fibrosarcoma viability, CellTiter-Glo ATP luminescence, 48 h | Potency, µM (titrated, usually from 46.1 µM), inactives show at the highest dose activity, negative = less viability, usual class: cytotoxic | 1.6% of 360,000 active;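 also: NT is the 2HG producing partner of a matched IDH1 knockdown line; potency is read from the fitted curve at half-maximal effect; 0% = DMSO-treated cells and -100% = media-only wells without cells; nearly all actives have a fitted effect of over 55% in size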
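Viability of the 2HG-overproducing fibrosarcoma line after 48 hours of compound exposure at 37 degrees C was determined by luminescence with CellTiter-Glo, and concentration-effect curves were then fitted and categorized.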
An asterisk follows results filed as active; ? = inconclusive; . = no result given; [ ] = dose if it differs, or a comment. Unless noted, calls follow the shape of the dose curve; as a rule, active = well fitted curve in the direction sought with a large enough effect; inconclusive = small, poorly fitted or top-dose-only effect, or another doubt; inactive = no such curve, though single readings can be large; an effect the other way counts as inactive or inconclusive.

#1 O=C(NNC(=O)C1CCN(Cc2ccccc2)CC1)c1cccc(Cl)c1
#2 CCN1CCN(C(=S)Nc2ccsc2C(=O)OC)CC1
#3 CCCN1CCC(NC(=O)CCc2nnc(-c3ccccc3)o2)CC1
#4 CNC(C)C(=O)NC(C(=O)NC(C)C(=O)Nc1cccc2ccccc12)C(C)C (stereo not given)
#5 COc1ccc(C(=O)COC(=O)[C@@H](NS(=O)(=O)c2ccccc2)C(C)C)cc1
#6 COc1ccccc1C(=O)Nc1ccc(Oc2nnc(-c3ccc(C)cc3)c3ccccc23)cc1
Screen / compound no.,1,2,3,4,5,6
MCF10A rereplic,4%,-1%,-3%,.,?,4%
SW480 rerep,-4%,-12%,-15%,.,12%,4%
WRN inhibitor,-16%,-5%,-5%,-4%,-14%,?
KB-3-1 cytotox,-3%,-4%,3%,0%,.,-11%
ATXN2 expr inh,-6%,-7%,5%,4%,7%,-24%
IL1B secr inh,-4,5,9,0,-6,?
KB-V1 cytotox,-7%,-12%,16%,14%,.,-10%
HT1080 IDH1KD tx,0%,-1%,-1%,11%,-2%,0%
HT1080-NT tox,-2%,?,10%,8%,0%,-1%

#7 CCc1nnc(NS(=O)(=O)c2ccc(NC(=O)c3ccc(S(=O)(=O)N(CC)CC)cc3)cc2)s1
#8 Cc1ccccc1OCCNC(=O)CNC(=O)c1ccccc1O
#9 O=S(=O)(c1cc(Cl)ccc1Cl)N1CCNCC1
#10 CC(=O)Nc1sc(-c2ccc(Cl)cc2)nc1-c1ccccc1
#11 CC(C)CCC(O)(CCC(C)C)C(=O)NN1CCCCC1
#12 O=C(OCCNc1nc(-c2ccccc2)nc2ccccc12)c1ccncc1
Screen / compound no.,7,8,9,10,11,12
MCF10A rereplic,4%,12%,11%,?,0%,29%
SW480 rerep,-4%,-7%,-3%,10%,-9%,3%
WRN inhibitor,-5%,0%,5%,-3%,2%,-8%
KB-3-1 cytotox,-4%,-4%,-2%,0%,8%,0%
ATXN2 expr inh,-10%,12%,-13%,-2%,3%,?
IL1B secr inh,30,34,9,?,17,-15
KB-V1 cytotox,5%,16µM*,?,22%,2%,-2%
HT1080 IDH1KD tx,8%,-24%,3%,14%,8%,1%
HT1080-NT tox,-19%,4%,-15%,1%,5%,8%

#13 O=C(COc1cc2oc(=O)cc(-c3ccccc3)c2cc1Cl)NCC1CCC(C(=O)O)CC1 (stereo not given)
#14 O=C(NCCCN1CCOCC1)C(=O)N/N=C/c1ccccc1Cl
#15 CCNc1ccc(S(=O)(=O)N(C)C)cc1NCC(=O)Nc1ccccc1Cl
#16 C=CCn1c(/N=C/c2ccc3c(c2)OCO3)nc2ccccc21
#17 CCOc1ccc(S(=O)(=O)NCCC(=O)OCC(=O)c2ccc(NC(C)=O)cc2)cc1
#18 COC(=O)C[C@H]1CC[C@@H](NS(=O)(=O)c2ccccc2)[C@@H](CO)O1
Screen / compound no.,13,14,15,16,17,18
MCF10A rereplic,3%,-8%,9%,-8%,0%,.
SW480 rerep,-6%,5%,10%,-1%,-3%,.
WRN inhibitor,-5%,10%,-8%,-9%,-5%,-2%
KB-3-1 cytotox,-6%,-1%,0%,1%,-5%,19%
ATXN2 expr inh,-5%,.,-12%,2%,9%,.
IL1B secr inh,30,0,6,23,0,14
KB-V1 cytotox,6%,20%,?,-13%,1%,9%
HT1080 IDH1KD tx,0%,-1%,-1%,19%,3%,12%
HT1080-NT tox,-1%,3%,-7%,-3%,6%,19%

Given with tabs: part of the list above.
entry	canonical_smiles	MCF10A rereplic	SW480 rerep	WRN inhibitor	KB-3-1 cytotox	ATXN2 expr inh	IL1B secr inh	KB-V1 cytotox	HT1080 IDH1KD tx	HT1080-NT tox
13	O=C(COc1cc2oc(=O)cc(-c3ccccc3)c2cc1Cl)NCC1CCC(C(=O)O)CC1 (stereo not given)	3%	-6%	-5%	-6%	-5%	30	6%	0%	-1%
14	O=C(NCCCN1CCOCC1)C(=O)N/N=C/c1ccccc1Cl	-8%	5%	10%	-1%	.	0	20%	-1%	3%

(more compounds)
#19 O=C(NCCCn1ccnc1)c1cn(-c2ccccc2)nc1-c1ccc(F)cc1
#20 CSc1ccccc1C(=O)NC1CCCN(c2ccc(C(F)(F)F)cn2)C1 (stereo not given)
#21 COc1ccc(-c2cn3cccnc3n2)cc1NC(=O)c1cccs1
#22 COc1cccc(NC(=S)N2CCc3cc(OC)c(OC)cc3C2COc2ccc3c(C)cc(=O)oc3c2)c1 (stereo not given)
#23 CCc1ccc2c(c1)[C@]1(C(=O)N2)[C@@H]2C(=O)N(Cc3ccccc3)C(=O)[C@@H]2[C@@H]2CCCN21
#24 COC(=O)c1ccc2nc(-c3cccc(Br)c3)c(Cc3ccccc3C(F)(F)F)n2c1
Screen / compound no.,19,20,21,22,23,24
MCF10A rereplic,4%,5%,-1%,-6%,?,.
SW480 rerep,4%,-4%,-2%,-4%,11%,.
WRN inhibitor,-5%,-5%,?,-31%[57.1 µM],-12%,-1%
KB-3-1 cytotox,-9%,13%,1%,-2%,-2%,1%
ATXN2 expr inh,9%,-12%,6%,-9%,1%,10%
IL1B secr inh,?,-8,?,-17,-14,0
KB-V1 cytotox,0%,-10%,-11%,0%,-22%,?
HT1080 IDH1KD tx,-5%,-14%,12%,2%,8%,8%
HT1080-NT tox,-19%,-8%,17%,-2%,-1%,18%

#25 C/C(=N\OCc1cccc(C(=O)O)c1)c1ccc(Cl)cc1
#26 COc1ccc(N2C3=C(CC4=C2CCCC4=O)C(=O)CCC3)cc1
#27 O=C(Cn1cc2c(n1)CCCC2)N1CCCc2ccccc21
#28 CC(=O)c1c(C)[nH]c(C(=O)COC(=O)C2(C)CC2(Cl)Cl)c1C (stereo not given)
#29 O=C(Nc1cccc(S(=O)(=O)N2CCCCC2)c1)C1COc2ccccc2O1 (stereo not given)
#30 C=CCn1c(N)c(C(=O)NCC2CCCO2)c2nc3ccccc3nc21 (stereo not given)
Screen / compound no.,25,26,27,28,29,30
MCF10A rereplic,-12%,2%,10%,10%,4%,-7%
SW480 rerep,0%,5%,-15%,-8%,-2%,9.2µM*
WRN inhibitor,-2%,-6%[57.1 µM],-10%,-7%,-1%,-12%
KB-3-1 cytotox,1%,0%,-15%,?,0%,1%
ATXN2 expr inh,2.8µM*,-18%,1%,.,0%,-16%
IL1B secr inh,.,-94*,22,0,-19,?
KB-V1 cytotox,-6%,-5%,0%,?,-15%,?
HT1080 IDH1KD tx,-3%,-13%,-2%,-1%,-1%,-23%
HT1080-NT tox,4%,-2%,-7%,-5%,-5%,?

SW480 rerep, hit marks shown above.
#	mol	SW480 rerep	WRN inhibitor	IL1B secr inh
30	C=CCn1c(N)c(C(=O)NCC2CCCO2)c2nc3ccccc3nc21 (stereo not given)	9.2µM*	-12%	?

Structures from the list above containing a COOH group (two):
#13 O=C(COc1cc2oc(=O)cc(-c3ccccc3)c2cc1Cl)NCC1CCC(C(=O)O)CC1 (stereo not given)
#25 C/C(=N\OCc1cccc(C(=O)O)c1)c1ccc(Cl)cc1
Screen / compound no.,13,25
MCF10A rereplic,3%,-12%
SW480 rerep,-6%,0%
WRN inhibitor,-5%,-2%
KB-3-1 cytotox,-6%,1%
ATXN2 expr inh,-5%,2.8µM*
IL1B secr inh,30,.
KB-V1 cytotox,6%,-6%
HT1080 IDH1KD tx,0%,-3%
HT1080-NT tox,-1%,4%

The listing continues:
#31 Cc1ccc(S(=O)(=O)N2CCN(CC(O)c3ccccc3)CC2)cc1 (stereo not given)
#32 CCC1(c2ccc(F)cc2)NC(=O)N(CC(=O)N2CCN(S(=O)(=O)c3ccc(Cl)cc3)CC2)C1=O (stereo not given)
#33 Cc1ccc(C(=O)/C=C/c2cc(C#N)n(C)c2C)cc1
#34 CCc1ccccc1NC(=O)c1ccccc1Sc1ccc([N+](=O)[O-])cc1Cl
#35 Cn1c(SCC(=O)Nc2ccc(Br)cc2)nc(O)cc1=O
#36 COCCN(C(=O)Cc1coc2cc(C)c(C)cc12)c1c(N)n(Cc2ccccc2)c(=O)[nH]c1=O
Screen / compound no.,31,32,33,34,35,36
MCF10A rereplic,5%,10%,-1%,1%,17%,-2%
SW480 rerep,1%,5%,-3%,-3%,10%,-2%
WRN inhibitor,-4%,-5%,-13%,-7%,0%,2%
KB-3-1 cytotox,-16%,-1%,-2%,-28%,-2%,4%
ATXN2 expr inh,-5%,7%,4%,-18%,2%,0%
IL1B secr inh,-11,-8,-19,-55*,19,-2
KB-V1 cytotox,?,?,-1%,-2%,10%,17%
HT1080 IDH1KD tx,5%,-8%,-7%,?,21%,8%
HT1080-NT tox,4%,-1%,-12%,-9%,14%,8%

#37 COc1ccccc1C(=O)N1CCCN(C(=O)c2ccccc2OC)CC1
#38 Fc1ccc(NC(=S)NN2CCOCC2)cc1Cl
#39 COc1ccc2nc(NC(=O)c3ccccc3[N+](=O)[O-])sc2c1
#40 CCc1ccc(CCC(=O)Nc2nc(CC(C)=O)ns2)o1
#41 O=C(Nc1ccc(Cl)cc1)C1CCCN(c2cnccn2)C1 (stereo not given)
#42 C=CCN(CC(=O)NC1CCCC1)C(=O)C(=O)Nc1ccc2c(c1)OCCO2
Screen / compound no.,37,38,39,40,41,42
MCF10A rereplic,-3%,-1%,-4%,-2%,-2%,15%
SW480 rerep,-7%,-3%,8%,-8%,-2%,-2%
WRN inhibitor,-2%,6%,-11%,-6%,2%,6%
KB-3-1 cytotox,5%,4%,0%,18%,-6%,-8%
ATXN2 expr inh,-9%,0%,-22%,-8%,.,13%
IL1B secr inh,-25,-2,-7,27,-16,12
KB-V1 cytotox,7%,0%,-7%,7%,4%,-4%
HT1080 IDH1KD tx,7%,12%,-9%,1%,-5%,5%
HT1080-NT tox,11%,7%,2%,-4%,0%,-20%

Assay outcomes from PubChem.
